# bIAP activator: intestinal alkaline phosphatase (bovine) activation. purified bovine IAP, CDP-star luminescence, 30 min; active compounds read high; fold of DMSO-control signal, blank-subtracted. AID 1016. activation factor at 20 µM. hit rate 0.17% among 200,000;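 active means activation factor of 2 or more at 20 µM, a signal rise over negative controls twice the positive control's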
# Efa HMGR inh: E. faecalis class II HMG-CoA reductase inhibition | purified E. faecalis HMGR, NADPH absorbance 340 nm kinetic | inhibition, % at 10 µM | hit rate 0.41% among 190,000;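 active means inhibition above a set limit, the median over all tested compounds plus 3 SD, cut at about 9.5% in these data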;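 further: enzyme runs in reverse so mevalonate oxidation gives rising NADPH absorbance; 0% = complete reaction with DMSO and 100% = background rate lacking mevalonate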
# TNAP inh no acc: TNAP (human) inhibition, acceptor-free conditions; inhibition, % at 20 µM; hit rate 0.26% among 200,000; AID 1012; purified TNAP, CDP-star luminescence, 30 min;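 active means tissue-nonspecific alkaline phosphatase inhibition above about 50% at 20 µM in the single-dose screen, limit read from the data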;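 further: 0% = DMSO negative control and 100% = EDTA positive control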
# Target sequence (P05186 whole entry, looked up): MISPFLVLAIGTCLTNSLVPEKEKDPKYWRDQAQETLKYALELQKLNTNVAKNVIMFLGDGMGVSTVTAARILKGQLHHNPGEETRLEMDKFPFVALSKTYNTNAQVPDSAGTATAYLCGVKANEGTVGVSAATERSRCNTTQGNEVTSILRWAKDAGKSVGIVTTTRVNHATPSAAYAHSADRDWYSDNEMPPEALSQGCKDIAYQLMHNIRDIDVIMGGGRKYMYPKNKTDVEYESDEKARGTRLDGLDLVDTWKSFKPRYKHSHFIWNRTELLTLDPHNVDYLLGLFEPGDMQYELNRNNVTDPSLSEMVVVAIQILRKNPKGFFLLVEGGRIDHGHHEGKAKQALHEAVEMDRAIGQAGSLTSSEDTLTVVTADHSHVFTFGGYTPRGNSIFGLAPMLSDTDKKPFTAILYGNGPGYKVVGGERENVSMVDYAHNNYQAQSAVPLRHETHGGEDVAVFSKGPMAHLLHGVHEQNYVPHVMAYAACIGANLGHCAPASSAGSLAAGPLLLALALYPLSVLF
# TNAP act hiacc: activators of human TNAP at high phosphate acceptor concentration. P05186. purified TNAP, CDP-star luminescence, 1 M DEA, 30 min; active compounds read high; 0 = EDTA background, 1 = DMSO-only activity. activation factor at 20 µM. 200,000 tested, under 10 active;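 active means activation factor at least 2 at 20 µM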
#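 Test system – human TNAP · Doses – 20 µM single point · Incubation – 30 min, room temperature · Signal – luminescent substrate turnover signal · Read-out basis – activation factor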
# PPARg SRC1 recr: promotes SRC-1 coactivator recruitment by human PPARgamma | PPARgamma-SRC-1 coactivator recruitment biochemical assay | hit rate 0.41% among 200,000 | activation, % at 8 µM; in the data active means activation above about 19%;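 further: 0% = DMSO and 100% = reference agonist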
# Target sequence (P37231 whole entry, looked up): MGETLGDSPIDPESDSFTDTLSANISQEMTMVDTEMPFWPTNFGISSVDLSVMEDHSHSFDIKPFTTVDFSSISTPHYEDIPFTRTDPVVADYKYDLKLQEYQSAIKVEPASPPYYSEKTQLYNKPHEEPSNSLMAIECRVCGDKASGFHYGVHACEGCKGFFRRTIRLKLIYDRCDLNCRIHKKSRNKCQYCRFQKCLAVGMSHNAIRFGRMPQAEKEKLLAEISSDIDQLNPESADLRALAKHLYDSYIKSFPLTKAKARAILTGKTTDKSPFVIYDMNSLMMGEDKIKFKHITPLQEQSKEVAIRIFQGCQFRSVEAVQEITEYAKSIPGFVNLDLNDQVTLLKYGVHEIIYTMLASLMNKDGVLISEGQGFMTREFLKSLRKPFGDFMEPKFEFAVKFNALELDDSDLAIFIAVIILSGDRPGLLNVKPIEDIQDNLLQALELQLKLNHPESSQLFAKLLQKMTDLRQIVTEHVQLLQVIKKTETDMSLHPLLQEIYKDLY
# PPARg SRC2 recr: promotes SRC-2 coactivator recruitment by human PPARgamma | P37231 | PPARgamma LBD-SRC-2 recruitment, biochemical | activation, % at 8 µM | hit rate 0.34% among 200,000 | AID 1032; in the data active means activation above about 22%;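 further: 0% = vehicle and 100% = reference agonist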
# TNAP inh hi DEA: TNAP (human) inhibition, high acceptor; inhibition, % at 20 µM; purified TNAP, CDP-star luminescence, 1 M DEA; P05186; AID 1135; hit rate 0.03% among 200,000;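 active means over 50% inhibition of tissue-nonspecific alkaline phosphatase at 20 µM in the single-dose screen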;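 further: plate controls were DMSO wells for no effect and EDTA-quenched wells as full inhibition for full effect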
# PPARg SRC3 recr: promotes SRC-3 coactivator recruitment by human PPARgamma | P37231 | biochemical PPARgamma/SRC-3 coactivator recruitment assay | activation, % at 8 µM | hit rate 0.26% among 200,000 | AID 731; in the data active means activation above about 23%;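 further: 0% = DMSO and 100% = reference agonist; some compounds past the cut are filed as inactive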
# TR-FRET SRC-2 ct: flags TR-FRET format artefacts in PPARgamma SRC-2 recruitment agonist screen; hit rate 0.4% among 200,000; AID 1049; TR-FRET ratio at 8 µM; TR-FRET artefact counter-screen; active compounds read high; in the data active means TR-FRET ratio above about 2000; further: inactives centre near 1500; reference of the scale not given here
# bIAP inh: intestinal alkaline phosphatase (bovine) inhibition. AID 1019. 190,000 tested, under 10 active. inhibition, % at 20 µM. purified bovine IAP, CDP-star luminescence, 30 min;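 active means over 50% inhibition of intestinal alkaline phosphatase at 20 µM in the single-dose screen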
#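 System: Purified bovine intestinal alkaline phosphatase (IAP) enzyme | Input: IAP diluted 1/65,000,000 in the well | Also added: CDP-star chemiluminescent phosphatase substrate, 30 µM final | Dosing: 20 µM single dose | Times: Enzyme reaction for 30 min at room temperature | Detection: Luminescence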
# * marks the source's active call; other numbers are inactive results; / = not tested or not shown.
SMILES,bIAP activator,Efa HMGR inh,TNAP inh no acc,TNAP act hiacc,PPARg SRC1 recr,PPARg SRC2 recr,TNAP inh hi DEA,PPARg SRC3 recr,TR-FRET SRC-2 ct,bIAP inh
CN1CC(=O)N(CC(=O)Nc2ccc(F)cc2)c2ccccc2C1=O,1,2,-13,1,-3,-1,-3,-11,1485,-1
O=C(O)c1cc2ccccc2n1-c1ccccc1,1,1,-9,1.1,-5,-8,-6,4,1607,3
O=C(/C=C/c1ccccc1[N+](=O)[O-])NCc1ccccc1Cl,0.8,2,-9,1,1,3,-2,3,1513,21
Cc1c(Cl)cccc1NC(=O)N1CCCC1,1.1,-2,-8,1,2,2,-5,1,1609,-6
CC1CCCCC1NC(=O)CCn1c(=O)oc2ccccc21 (stereo not drawn),0.9,-3,-6,1,-2,-10,-4,-10,1354,9
COCCNC(=S)NC(=O)c1ccc(C(C)(C)C)cc1,1.1,3,-12,1,4,5,-1,-4,1680,-14
O=C(CN(Cc1ccco1)S(=O)(=O)c1ccccc1)N/N=C/c1ccccc1C(=O)O,1.1,-9,-7,1,0,-4,-4,1,1445,-8
S=c1[nH]nc(CSCc2ccccc2Cl)n1C1CCCCC1,0.9,0,-77,1.1,-2,7,-7,-1,1476,13
COc1ccc(/C=C/C(=O)NCCCn2ccnc2)cc1,0.9,1,-7,1.1,4,9,-5,0,1673,12
CS(=O)(=O)N(CC(=O)NCc1ccc2c(c1)OCO2)Cc1ccccc1,1,-2,-9,1,-6,11,-4,1,1612,-1
O=C(O)COc1ccccc1/C=C1\SC(=O)N(Cc2ccc(F)cc2)C1=O,1,1,-11,1.1,-6,0,-5,2,1507,-1
CC(=O)c1ccc(CCCC(=O)O)cc1,0.9,-2,-11,1.1,8,6,-10,-2,1696,13
COc1ccc(-c2cc(C(F)(F)F)c3c(=O)n(-c4ccccc4)[nH]c3n2)cc1,0.9,-9,1,1,2,4,-2,-2,1468,14
Cc1cccc(C)c1Nc1nnc(SCc2nc3ccccc3c(=O)[nH]2)s1,1,-2,3,0.9,6,1,6,6,1668,2
COc1ccc(-c2cc(CNC(=O)CN(C)Cc3ccccc3)on2)cc1,1,5,-10,1.1,-3,2,-5,-1,1516,-1
O=[N+]([O-])c1ccc(CN2CCCCCC2)s1,0.9,-2,-15,1,12,8,1,3,1672,11
Cc1ccc(S(=O)(=O)N2CCCC2C(=O)OCC(=O)Nc2ccc3c(c2)OCO3)cc1 (stereo not drawn),1,-1,-10,1.1,1,-2,-6,9,1675,3
CC(C)(C)OC(=O)N1CC2Cc3[nH]c(=O)ccc3C(C2)C1 (stereo not drawn),0.9,-7,-10,1,-3,1,-4,-9,1507,7
CC1C(=O)NN=C1C(=O)N/N=C/c1ccco1 (stereo not drawn),1,-3,-42,1.1,9,10,-7,4,1757,-4
O=C(CN1CCOCC1)Nc1ccc([N+](=O)[O-])cc1Br,0.9,-1,-14,1,5,2,-5,4,1656,7
CCc1nc2c(sc3nc4c(cc32)COC(C)(C)C4)c(=O)n1Cc1ccco1,0.9,-5,0,0.9,11,17,6,3,1620,6
c1ccc(-c2nnc(CSc3ccc4c(c3)OCCO4)o2)cc1,1,2,-5,1,8,3,-3,-3,1623,5
COc1ccc(NC(=O)c2cccs2)cc1O,1,3,-12,1,6,12,-4,6,1474,2
COc1ccc(C(=O)Nc2ccc(Cl)cn2)cc1Cl,1,-1,0,1,9,-2,-3,6,1532,3
Cc1ccc(NC(=O)CSCC(=O)NC2CCCCC2)cc1,1.3,-5,-10,1,7,-2,-1,3,1727,-35
Cc1nc2cc(C(=O)O)ccc2s1,1,-4,-11,1,0,0,-4,-4,1490,3
CC(C)OCCCN1CN(S(=O)(=O)c2ccc(Cl)cc2)c2nc3ccccc3nc21,1,-5,-3,1,7,1,-2,1,1668,4
Cc1ccc(NS(=O)(=O)Cc2ccccc2)nc1,1.1,2,-12,1,1,-1,-4,0,1620,-6
COc1ccc(C(=O)/C=C/Nc2ccc([N+](=O)[O-])cc2C)cc1OC,0.6,-3,17,0.9,-2,8,8,11,1655,40
COc1ccc(C(=O)Nc2cc(C(=O)c3ccccc3)c(C)oc2=O)cc1,0.9,-2,-13,1,7,15,-3,6,1450,7

# A different layout for part of the listing above:
# Under each structure – bIAP activator	Efa HMGR inh	TNAP inh no acc	TNAP act hiacc	PPARg SRC1 recr	PPARg SRC2 recr	TNAP inh hi DEA	PPARg SRC3 recr	TR-FRET SRC-2 ct	bIAP inh
CC(C)OCCCN1CN(S(=O)(=O)c2ccc(Cl)cc2)c2nc3ccccc3nc21
 : 1	-5	-3	1	7	1	-2	1	1668	4
Cc1ccc(NS(=O)(=O)Cc2ccccc2)nc1
 : 1.1	2	-12	1	1	-1	-4	0	1620	-6

# Ordered by the number under PPARg SRC2 recr (low to high): some entries from above.
Compound | PPARg SRC2 recr
Cc1ccc(NC(=O)CSCC(=O)NC2CCCCC2)cc1 | -2
CC(C)OCCCN1CN(S(=O)(=O)c2ccc(Cl)cc2)c2nc3ccccc3nc21 | 1
c1ccc(-c2nnc(CSc3ccc4c(c3)OCCO4)o2)cc1 | 3
COc1ccc(C(=O)/C=C/Nc2ccc([N+](=O)[O-])cc2C)cc1OC | 8
COc1ccc(C(=O)Nc2cc(C(=O)c3ccccc3)c(C)oc2=O)cc1 | 15
CCc1nc2c(sc3nc4c(cc32)COC(C)(C)C4)c(=O)n1Cc1ccco1 | 17

# More structures follow.
SMILES,bIAP activator,Efa HMGR inh,TNAP inh no acc,TNAP act hiacc,PPARg SRC1 recr,PPARg SRC2 recr,TNAP inh hi DEA,PPARg SRC3 recr,TR-FRET SRC-2 ct,bIAP inh
CCCCNCC#CCOc1cc(C)ccc1C(C)C,1.1,4,-20,1,-2,0,-3,1,1508,-7
CCC/C(O)=C1\C(=O)CC(c2ccccc2)CC1=NCCc1c(C)[nH]c2ccccc12 (stereo not drawn),1.1,-6,-8,1.1,8,15,-6,7,1422,-9
COC(=O)c1sc(N2CCN(c3ccc(Cl)cc3)CC2)nc1N,1.1,-2,-26,1,4,3,-3,6,1482,-5
CC1(C)CC(=O)C2=C(C1)N(Cc1ccco1)C(=O)NC2(C(F)(F)F)C(F)(F)F,0.9,1,-2,1,1,5,2,4,1643,7
Oc1ccc(/C=N/N(Cc2ccccc2)c2ccccc2)c(O)c1O,0.9,2,25,0.8,18,12,15,3,1844,6
CC(=Nc1ccc(C)cc1C)c1sc2ccccc2c1O,0.9,-2,-20,1,-2,-5,3,3,1527,7
COC(=O)C1CCN(C(=O)c2ccc(NC(C)=O)cc2)CC1,1,-2,-16,1.1,3,6,-5,0,1699,3
c1ccc(OCCCN2CCCC2)cc1,1,-5,-16,1,2,9,-5,3,1625,2
CN(C)CCNC(=O)/C(=N\O)c1ccccn1,1.1,-2,-7,1,1,9,-5,3,1666,-9
OCC1(CCCc2ccccc2)CCN(C2CCSCC2)CC1,0.9,-1,-5,1,-4,1,-4,4,1580,6
Cc1cc(C(=O)Nc2nc3c(C)cccc3s2)c(C)o1,0.5,0,-10,1,-3,-1,-5,-3,1537,46
CCOC(=O)N1CCN(C(=O)C2CCN(C(=O)c3cc(OC)cc(OC)c3)CC2)CC1,0.9,-3,-10,1,0,8,-4,2,1512,12
Oc1ccc(-c2nc3c4c(ncn3n2)-c2ccccc2CC42CCCC2)cc1,0.9,-6,5,1.1,0,3,-6,5,1380,11
CC(C)n1nc(C(=O)Nc2ccccc2N2CCOCC2)c2ccccc2c1=O,1.1,-2,4,0.9,-13,-8,6,-2,1468,-8
CCc1nnc(NC(=O)CSc2nnc(-c3cccnc3)n2CC)s1,0.8,0,-2,1,3,6,-1,-4,1313,22
O=C(Nc1ccc(Cl)c(S(=O)(=O)N2CCOCC2)c1)c1cc(-c2ccccn2)nc2ccccc12,1.2,2,-4,1,1,8,1,4,1825,-21
COc1ccc(Cc2noc(CN(C)Cc3cccc(-n4cccn4)c3)n2)cc1OC,1.1,-6,4,1,7,9,1,2,1519,-6
O=C(Nc1ccc2c3c(cccc13)CC2)c1cccc([N+](=O)[O-])c1,1,1,-8,1,9,4,-3,-1,1718,4
CCOc1ccc2c(c1)-c1c(ssc1=S)C(C)(C)N2C,0.4,4,12,1,8,8,4,7,1475,/
O=C(O)CCC(=O)Nc1sc2c(c1C(=O)Nc1cccc3ccccc13)CCCCC2,0.9,-3,-8,1,5,3,-1,2,1465,8
CCOC(=O)c1ccc(-c2ccc(CO)o2)cc1,1,1,-13,1.1,-4,-5,-5,4,1394,5
CC1(C)CC(=O)C(Sc2ccccc2C(=O)O)=C(O)C1,1,-1,-11,1.1,1,6,-7,-2,1408,4
COc1ccccc1NS(=O)(=O)c1ccc(O)c(C(=O)OCc2cccc([N+](=O)[O-])c2)c1,0.8,-3,0,1,2,4,-2,-1,1439,16
CCOc1ccccc1NC(=O)C(=O)NCC1CCCN1CC (stereo not drawn),1,1,0,1.1,6,1,-5,4,1675,5
CC(=O)OC1c2ccccc2C(=O)N1Cc1ccccc1 (stereo not drawn),0.9,-7,-10,1,4,9,-4,4,1590,7
COc1ccc(OC)c(NC(=O)CSc2nnnn2-c2ccccc2F)c1,0.9,0,-8,1,8,5,1,4,1376,11
O=C(Nc1ccccc1C(=O)OCC(=O)c1c[nH]c2ccccc12)c1ccco1,1,-4,-57,1,-3,0,2,3,1431,2
COc1ccc(C(=O)Nc2sc3c(c2C(=O)O)CC(C)(C)OC3)cc1,0.9,-3,-8,1,-2,-2,-2,2,1445,14
CCOc1ccc(N(CC)S(=O)(=O)c2ccc3c(c2)n(C)c(=O)c(=O)n3C)cc1,0.9,-10,5,1.1,2,-5,-11,-1,1459,8
Cn1c(COc2cccc3cccnc23)nnc1SCC(=O)O,1,-3,-10,1.1,4,2,-6,7,1573,3
O=C(NNc1ccccc1Br)C(O)(c1cccc(C(F)(F)F)c1)c1cccc(C(F)(F)F)c1,0.7,4,-7,1,8,-3,-2,0,1759,30
COC(=O)COc1ccc(S(=O)(=O)NCCC2=CCCCC2)cc1C,0.9,-2,-10,1.1,0,2,-9,5,1598,7
Cn1cccc1/C=C1/SC(=S)N(CC(=O)O)C1=O,0.7,5,22,0.7,5,3,28,2,1537,31
CC(=O)Nc1ccc(NC(=O)CSc2nnc(C3CC3)n2C)cc1,1,-8,-10,1,4,2,1,6,1602,2
Cc1c(C#N)c(N)nc2c3c(sc12)NC(=O)CC3c1ccc(F)cc1 (stereo not drawn),1.1,0,3,1,-3,-5,-1,0,1620,-13
CCOC(=O)CN1CC23C=CC(O2)C(C(=O)NCc2ccc(F)cc2)C3C1=O (stereo not drawn),1,-7,-8,1.1,3,-9,-6,3,1590,-3
O=C(Cn1[nH]c(=O)c2ccccc2c1=O)Nc1cccc(S(=O)(=O)N2CCCCCC2)c1,0.9,0,-3,1,6,6,-3,6,1776,10
COCC(=O)N1CCN(c2ccc([N+](=O)[O-])cc2)CC1,0.8,6,2,1,5,7,3,-3,1488,24
O=C1c2oc3ccccc3c(=O)c2C(c2cccs2)N1CCCN1CCOCC1 (stereo not drawn),1,-7,5,1.1,9,6,-6,7,1657,1
NNC(=O)CCN1CCCCC1,1,-6,-11,1.1,6,-3,-6,-2,1436,1
CCc1ccc(NC(=O)N(CCCN2CCOCC2)Cc2cccs2)cc1,1,-3,-14,1,2,-2,-4,3,1579,0
Cc1c(Cl)ccc(S(=O)(=O)N2CCN=C2c2ccccc2)c1Cl,1.1,-4,2,1,-1,-2,-2,-1,1475,-9

# Screens deposited in PubChem BioAssay by several laboratories.
